PolyA inh – inhibitors of polyadenylation in S. cerevisiae; calls only at 12 µM; AID 1875; 300,000 tested, 0.02% active; S. cerevisiae SKY197-pL101 polyadenylation reporter, beta-gal luminescence; efflux-impaired pdr1/pdr3 knockout yeast; score 100 = 6 SD above DMSO;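 active = lowest replicate activity score at least 50, where 100 means six control SD above control mean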;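 also: yeast exposed to compound for 9 h at 30 °C; higher score means more reporter readthrough which indicates perturbed polyadenylation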
HDAC3 inh – human HDAC3 inhibition; recombinant HDAC3, fluorogenic peptide/trypsin coupled, fluorescence; inhibition, % at 8.3 µM; AID 2718; O15379; 320,000 tested, 0.15% active; in the data active = inhibition above about 26%, passing the limit was not always enough
KCNQ1 inh – blocks the human KCNQ1 potassium channel | P51787 | CHO-K1 KCNQ1, FluxOR thallium flux fluorescence; active compounds read high | B-score at 10 µM | 310,000 tested, 1.3% active | AID 2642;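 active = compounds whose thallium flux B-score, printed positive for inhibition, exceeds three library SD while starting fluorescence stays within three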;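 also: channel opened by potassium depolarization with thallium stimulus after 20 min compound exposure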
KCNK9 block – human KCNK9 channel inhibition; Q9NPC2; B-score at 10 µM; 310,000 tested, 1.2% active; HEK293 KCNK9, FluxOR thallium flux fluorescence; active compounds read low;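 active = ratio B-score over 3 SD below the library mean, with starting fluorescence within 5 SD of its mean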;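 also: negative B-score means less thallium flux so channel inhibition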
hERG protect – compounds protecting human hERG from proarrhythmic drug block; AID 1511; 310,000 tested, 0.51% active; CHO-hERG, FluxOR thallium flux, dofetilide IC70 present; activation (rescue from dofetilide block), less the hit threshold, % at 10 µM;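 active = activation above the mean of controls blocked by dofetilide plus 5 SD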;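 also: thallium influx through hERG after potassium depolarization seen as dye fluorescence rise; in these data hits start at about 4.7%; inactives centre near -7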
RGS4 act – potentiators or activators of RGS4. HEK293 M3R/inducible RGS4, carbachol calcium flux Fluo4; active compounds read low. B-score at 10 µM. 310,000 tested, 0.92% active. AID 463111;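 active = B-score of the integrated calcium signal more than 4 SD below the library mean, with starting fluorescence not abnormally high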;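 also: negative B-score means reduced calcium response which marks RGS4 activation or potentiation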
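System – HEK293 FlpIn-TREx cells, stable M3R, doxycycline-inducible RGS4 · Reagent – ECmax carbachol challenge · Times – compound preincubation 20 min at room temperature before agonist · Technique – Fluo4 fluorescence kinetic imaging of calcium · Measure – B score of integrated Fluo4 ratio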
GSK3beta inhib – blocks human GSK3beta kinase activity | P49841 | GST-GSK3beta kinase, ADP-Glo luminescence, 60 min; active compounds read low | activity score (negative = inhibition), % at 10 µM | 300,000 tested, 0.038% active;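 active = more than half of replicate wells score below -50%, meaning over 50% inhibition versus plate controls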;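 also: 0% = median DMSO wells and -100% = median GW8510 positive control wells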
Target sequence (P49841 whole entry, looked up): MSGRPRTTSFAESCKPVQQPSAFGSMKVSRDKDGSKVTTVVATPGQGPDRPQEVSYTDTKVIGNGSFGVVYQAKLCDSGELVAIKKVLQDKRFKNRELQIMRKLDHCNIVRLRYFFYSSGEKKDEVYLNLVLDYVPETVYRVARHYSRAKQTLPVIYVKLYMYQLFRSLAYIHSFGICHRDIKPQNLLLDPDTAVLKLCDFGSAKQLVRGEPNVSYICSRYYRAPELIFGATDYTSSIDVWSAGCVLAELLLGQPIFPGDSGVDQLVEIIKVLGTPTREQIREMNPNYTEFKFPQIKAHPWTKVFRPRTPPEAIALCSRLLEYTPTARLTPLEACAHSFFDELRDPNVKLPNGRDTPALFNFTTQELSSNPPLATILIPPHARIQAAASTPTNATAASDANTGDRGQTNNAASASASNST
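test system = GST-tagged human GSK3beta kinase, cell-free | reagent = 25 µM ATP with peptide substrate | dosing = one dose of 10 µM per compound | schedule = 60 min reaction, RT | detection = luminescent ADP-Glo measurement of ADP formed | control set = DMSO neutral wells and GW8510 at 20 µM as positive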
GSK3A inh – human GSK-3 alpha kinase inhibition; 320,000 tested, 0.1% active; AID 2650; ADP-Glo luminescence, 60 min; inhibition, % at 10 µM; P49840;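 in the data active = inhibition above about 50%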;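 also: GST-tagged GSK-3 alpha with peptide substrate and 25 µM ATP; 0% = DMSO neutral wells and 100% = GW8510 positive control wells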
Target sequence (P49840 whole entry, looked up): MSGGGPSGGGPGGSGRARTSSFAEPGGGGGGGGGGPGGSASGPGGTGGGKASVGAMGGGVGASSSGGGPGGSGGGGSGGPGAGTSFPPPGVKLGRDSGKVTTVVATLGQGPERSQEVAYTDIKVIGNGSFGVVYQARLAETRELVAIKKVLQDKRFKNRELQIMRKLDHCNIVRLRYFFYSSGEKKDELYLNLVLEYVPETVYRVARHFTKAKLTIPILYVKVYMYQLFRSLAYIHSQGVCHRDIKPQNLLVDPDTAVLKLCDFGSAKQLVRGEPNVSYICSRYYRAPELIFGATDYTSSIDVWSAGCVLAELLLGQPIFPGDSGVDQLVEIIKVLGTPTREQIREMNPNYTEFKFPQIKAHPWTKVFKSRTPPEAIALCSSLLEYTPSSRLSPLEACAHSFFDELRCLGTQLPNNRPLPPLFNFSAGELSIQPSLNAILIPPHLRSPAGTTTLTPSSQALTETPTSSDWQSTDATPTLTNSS
KCNQ1 pot – potentiates or activates the human KCNQ1 potassium channel. P51787. CHO-K1 KCNQ1, thallium flux FluxOR fluorescence; active compounds read high. B-score at 10 µM. 310,000 tested, 0.35% active;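 active = fluorescence ratio B-score, a plate-corrected score, at least three library SD, with initial intensity B-score within 5 SD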
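System: CHO-K1 cells stably expressing KCNQ1 / Medium: assay buffer for compound exposure, DMSO matched across wells / Reagent: thallium- and potassium-containing depolarizing buffer / Compound: one concentration, matched DMSO / Incubation: 20 min compound pretreatment at room temperature / Measured by: kinetic FluxOR fluorescence, 10 s baseline plus 110 s post-stimulus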
DYRK1A inh – Dyrk1A (rat) kinase inhibition; Q63470; inhibition, % at 12.5 µM; ADP-Glo luminescence, NFATc1 peptide; 310,000 tested, 0.43% active; AID 504441; in the data active = inhibition above about 50%;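 also: plate controls were vehicle with enzyme for no effect and no enzyme for full effect; many of its hits are not listed in these tables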
KCNK3 inh – human KCNK3 channel inhibition, primary screen; 340,000 tested, 0.84% active; CHO-KCNK3 thallium flux, FluxOR fluorescence; active compounds read low; B-score at 10 µM; AID 602410;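 active = B-score under library mean minus 4 SD, starting fluorescence ratio at most library mean plus 5 SD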;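 also: more negative B-score means stronger inhibition of thallium flux through KCNK3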
Starred values were filed as active, the others as inactive; i = inactive; x = not tested or not shown. These rows are one share of the data (hit frequency here may not be typical).

Results follow in this order: PolyA inh | HDAC3 inh | KCNQ1 inh | KCNK9 block | hERG protect | RGS4 act | GSK3beta inhib | GSK3A inh | KCNQ1 pot | DYRK1A inh | KCNK3 inh
Cc1ccc(C)c(N=Cc2cc3c(cc2[N+](=O)[O-])OCO3)c1
→ i | -6 | i | i | -8 | i | -2 | 0 | i | 2 | i
Cc1cc2c(cc(C(=O)NCc3cccnc3)n2Cc2ccc(Cl)cc2)o1
→ i | 7 | i | i | -11 | i | 2 | -1 | i | 5 | i
CCOCCCNC(=O)CN(Cc1ccc(Cl)cc1)S(C)(=O)=O
→ i | 0 | i | i | -7 | i | -2 | 0 | i | 1 | i
CCOC(=O)C(/C=N/c1cc(C)nn1-c1ccccc1)=C(\C)O
→ i | x | i | i | -11 | i | 1 | 0 | i | 4 | i
CCOC(=O)Cn1cc(C(=O)C2CC2)c2ccccc21
→ i | 5 | i | i | -7 | i | 3 | -1 | i | 2 | i
CSc1ccc(S(=O)(=O)N2CC(=O)Nc3ccccc32)cc1
→ i | 3 | i | i | -3 | i | 2 | 3 | i | -3 | i
CNc1nc2c(c(=O)[nH]c(=O)n2C)n1CCOC
→ i | x | i | i | -11 | i | 3 | x | i | x | x
O=C(/C=C/c1ccccc1)Nc1nc(-c2ccncc2)cs1
→ i | -1 | i | i | -5 | i | x | -9 | i | 72* | i
CC(C)c1nc2sc3c(SCC(=O)NCc4ccco4)ncnc3c2c2c1CCC2
→ i | 0 | i | i | -5 | i | 2 | 1 | i | 9 | i
O=C(O)c1c(Cl)nc2ccccn12
→ i | 0 | i | i | -21 | i | 5 | -2 | i | -1 | i
Cc1ccc(Cc2c(C)c(C#N)c3[nH]c4ccccc4n3c2=O)cc1
→ i | -9 | i | i | -12 | i | 0 | x | i | 1 | i
CC(C)Cc1ccc(S(=O)(=O)NCC2CCCO2)cc1 (centres undefined)
→ i | 4 | i | i | 0 | i | 2 | 2 | i | -6 | i
Cc1ccc(-c2csc(NC(=O)c3cccc([N+](=O)[O-])c3C(=O)O)n2)cc1
→ i | 3 | i | i | -4 | i | 1 | -5 | i | -2 | i
CCOc1ccc(NC(=O)C(CC(=O)O)Cc2ccc(Br)cc2)cc1 (centres undefined)
→ i | 15 | i | i | -9 | i | -1 | -4 | i | -5 | i
Cc1ccc2oc(C(=O)N3CCC(N4CCSCC4)CC3)c(C)c2c1
→ i | 2 | i | i | -7 | i | 2 | -1 | i | -8 | i
O=S(=O)(NCCSc1ccccc1)c1ccc2c(c1)OCCO2
→ i | 6 | i | i | -10 | i | 6 | 0 | i | 6 | i
CN(C(=O)Cn1nnc(-c2cccc(C(F)(F)F)c2)n1)C1CCCCC1
→ i | -5 | i | i | -7 | i | -2 | 2 | i | 7 | i
CCOC(=O)c1ccc(COC(=O)c2cc(=O)[nH]c3ccccc23)o1
→ i | 5 | i | i | -10 | i | 2 | 0 | i | x | i
O=S(=O)(c1ccc(Cl)c(NC(=S)Nc2cccc(O)c2)c1)N1CCOCC1
→ i | -2 | i | i | -9 | i | 1 | -1 | i | 13 | i
O=C(CN1CCN(S(=O)(=O)c2ccc(Cl)cc2)CC1)NCc1cccs1
→ i | -12 | i | i | -10 | i | -3 | -3 | i | 12 | i

Complete entries, quoted from the list.
O=C(/C=C/c1ccccc1)Nc1nc(-c2ccncc2)cs1 as listed: PolyA inh: i; HDAC3 inh: -1; KCNQ1 inh: i; KCNK9 block: i; hERG protect: -5; RGS4 act: i; GSK3beta inhib: x; GSK3A inh: -9; KCNQ1 pot: i; DYRK1A inh: 72*; KCNK3 inh: i
CCOC(=O)c1ccc(COC(=O)c2cc(=O)[nH]c3ccccc23)o1 as listed: PolyA inh: i; HDAC3 inh: 5; KCNQ1 inh: i; KCNK9 block: i; hERG protect: -10; RGS4 act: i; GSK3beta inhib: 2; GSK3A inh: 0; KCNQ1 pot: i; DYRK1A inh: x; KCNK3 inh: i

(next part)
Results follow in this order: PolyA inh | HDAC3 inh | KCNQ1 inh | KCNK9 block | hERG protect | RGS4 act | GSK3beta inhib | GSK3A inh | KCNQ1 pot | DYRK1A inh | KCNK3 inh
COc1ccc(C2SCCN2C(=S)Nc2ccc(Cl)cc2)cc1 (centres undefined)
→ i | -3 | i | i | -9 | i | -1 | -1 | i | -4 | i
CC(C)CCNC(=O)CN(Cc1ccccc1Cl)C(=O)CCC(=O)Nc1ccccn1
→ i | 3 | i | i | -1 | i | 3 | 6 | i | -2 | i
CCN(CC)CCNC(=O)c1cc(-c2ccc(Br)s2)nc2ccccc12
→ i | x | i | i | -19 | i | -2 | -2 | i | 6 | i
CCCCNC(=O)CCn1nc(-c2ccccc2)ccc1=O
→ i | 1 | i | i | -2 | i | 3 | -4 | i | -8 | i
Cc1csc(NC(=O)c2cccc(S(=O)(=O)N3CCN(C)CC3)c2)n1
→ i | -2 | i | i | -5 | i | -3 | -6 | i | 6 | i
CCCCC(CC)C(=O)NCCc1ccc(S(N)(=O)=O)cc1 (centres undefined)
→ i | -1 | i | i | -2 | i | 3 | x | i | 1 | i
Cc1ccccc1N1CCN(C2CCCN(C(=O)c3cc(CC(C)C)nn3C)C2)CC1 (centres undefined)
→ i | 3 | i | i | -11 | i | x | -1 | i | 0 | i
CC(CNC(=O)c1ccc(C(C)(C)C)cc1)CN(C)C (centres undefined)
→ i | 0 | i | i | -4 | i | 1 | 3 | i | 0 | i
CCc1cc2cc(C)cc(C)c2[nH]c1=S
→ i | 2 | i | i | 9.1* | i | 1 | -1 | i | -5 | i
COc1ccc(-c2cc(C(=O)Nc3cccc(S(=O)(=O)NCc4ccco4)c3)c3ccccc3n2)cc1OC
→ i | -1 | i | i | -12 | i | 0 | -2 | i | 1 | i
O=C(Nc1nc2ccc(F)cc2s1)c1ccc(N2CCCC2=O)cc1
→ i | -5 | i | i | -10 | i | 2 | -2 | i | 6 | i
COC(=O)CC1C(=O)NC2CCCCC2N1C(=O)CCl (centres undefined)
→ i | 4 | i | i | -5 | i | 1 | -1 | i | 2 | i
O=C(CNC(=O)c1sc2ccccc2c1Cl)NCc1ccccc1
→ i | 5 | i | i | -10 | i | -3 | -1 | i | 1 | i
O=C(c1ccccc1)N1CCSc2sccc2C1=O
→ i | x | i | i | -14 | i | -5 | x | i | -2 | i
Cc1ccc(S(=O)(=O)N2CCC(N3CCN(C)CC3)CC2)cc1Cl
→ i | 4 | i | i | -5 | i | -2 | 0 | i | 1 | i
O=C(CN(Cc1ccco1)C(=O)c1ccc(Cl)cc1)Nc1c(Cl)cc(Cl)cc1Cl
→ i | -1 | i | i | -7 | i | 4 | -2 | i | 1 | i
CCCS(=O)(=O)N1CCC(C(=O)NC2CCCC(C)C2C)CC1 (centres undefined)
→ i | -1 | i | i | -4 | i | 4 | -1 | i | -5 | i
O=C(COC(=O)CC(c1ccccc1)c1ccccc1)Nc1c(F)cccc1F
→ i | 2 | i | i | -10 | i | 2 | -1 | i | x | x
Cc1cc(Cl)ccc1OCc1nc(-c2ccncc2)no1
→ i | 5 | i | i | -2 | i | 0 | 1 | i | x | x
NS(=O)(=O)c1cccc(NC(=O)CN2CCCc3ccccc32)c1
→ i | 12 | i | i | -19 | i | 3 | 0 | i | -2 | i
Cc1cccc(-c2nnc(N)s2)c1
→ i | -1 | i | i | -7 | i | 0 | -1 | i | 2 | i
CC(=O)N1CCc2c(sc(NC(=O)c3ccc(S(=O)(=O)N(C)C)cc3)c2C#N)C1
→ i | 7 | i | i | -8 | i | 0 | 1 | i | 2 | i
CCN(CC)S(=O)(=O)c1ccc(-c2nnco2)cc1
→ i | 3 | i | i | -12 | i | 3 | 3 | i | -4 | i
Cc1cc(C)n2ncc(-c3cccc(Br)c3)c2n1
→ i | -5 | i | i | -8 | i | -1 | -1 | i | 6 | i
C#CCOC(=O)Nc1ccc(OCC(F)(F)F)nc1
→ i | 2 | i | i | -2 | i | -4 | -1 | i | x | i
CNC(=O)CN(C)S(=O)(=O)c1ccc(OC)c(Cl)c1
→ i | -3 | i | i | -1 | i | -1 | -1 | i | -2 | i
CCOC(=O)c1ccc(NC(=O)C2CCC(CNc3c(N4CCOCC4)c(=O)c3=O)CC2)cc1 (centres undefined)
→ i | 1 | i | i | -11 | i | 1 | -2 | i | 6 | i
C=CCn1c(COc2ccccc2)nnc1SCC(=O)NCC(=O)OCC
→ i | 1 | i | i | -5 | i | 0 | -4 | i | 2 | i
NC(=O)C1(N2CCCCC2)CCN(Cc2ccc(F)cc2)CC1
→ i | -4 | i | i | -9 | i | 3 | 0 | i | -11 | i
N#CC1(c2ccccc2)CCCN1C(=O)c1ccc(Br)o1 (centres undefined)
→ i | -4 | i | i | -3 | i | 2 | 0 | i | 4 | i
Cc1cc2oc(=O)sc2cc1NS(=O)(=O)c1ccccc1
→ i | 5 | i | i | -1 | i | -1 | 0 | i | -10 | i
COc1ccc(Cl)cc1C(=O)NC(=S)Nc1cc(-c2nc3ccccc3[nH]2)ccc1C
→ i | 4 | i | i | -14 | i | 2 | -1 | i | -1 | i
Cc1cc(=O)c2cc(Br)ccc2n1CC(=O)NCc1ccccc1
→ i | -5 | i | -9.7* | -7 | i | 1 | -1 | i | -7 | i
CC(=O)c1cccc(N(CC(=O)NC2CCCCC2)C(=O)CNC(=O)c2cccs2)c1
→ i | -4 | i | i | -1 | i | -4 | 1 | i | -2 | i
COCCNc1nc(CSc2ccccc2)nc2sc(C)c(C)c12
→ i | 8 | i | i | -8 | i | -1 | -2 | i | -2 | i
O=C(CN1CCCCC1)Nc1c2c(nc3ccccc13)N(c1ccccc1)CC2
→ i | -39 | i | i | -9 | i | 3 | 2 | i | -3 | i
CC(C)n1c(O)c(N=NC(=O)CNC(=O)CCc2ccccc2)c2ccccc21
→ i | -3 | i | i | -2 | i | -1 | 2 | i | -2 | i
O=C(Nc1ccc(CN2CCCCC2)cc1)c1ccc2c(c1)OCO2
→ i | 0 | i | i | -19 | i | 3 | 0 | i | -14 | i
COc1ccc(NC(=O)c2ccccc2Oc2ccccc2)cc1
→ i | 2 | i | i | -8 | i | 0 | -3 | i | x | i
COC(=O)c1ccc(N2CCN(C(C)=O)CC2)c(NC(=O)COc2ccccc2C)c1
→ i | 6 | i | i | -10 | i | -2 | -2 | i | -1 | i
O=C(Nc1cc(S(=O)(=O)N2CCOCC2)ccc1N1CCOCC1)c1cn2ccccc2n1
→ i | 4 | i | i | -7 | i | 2 | -3 | i | 11 | i
Cc1nn2c(-c3ccc(S(=O)(=O)N4CCN(C)CC4)o3)nnc2c2ccccc12
→ i | -1 | i | i | -5 | i | 0 | 2 | i | -2 | i
